Chronic BCR inh – qHTS Assay to Find Inhibitors of Chronic Active B-Cell Receptor Signaling; 340,000 compounds, 0.05% hits; AID 493014, 2011; ABC-DLBCL IkBa-CBG/CBR reporter, luminescence ratio, 4 h; Potency, µM (doses to about 46.1 µM), for the others: at the top dose ratio change, negative = lower green/red ratio, usual class: inhibitors; active means well fitted inhibition curve with a large enough effect in the signal ratio, with a control signal flat, not every such curve was filed as active; inconclusive means small, poorly fitted or top-dose-only effect, or effect the other way, or a change in a side signal; the % refers to the signal ratio;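 further: potency means the concentration at half of the fitted maximal effect; plate controls were basal doxycycline-induced cells for no effect and cells given 10 µM MG132 for full effect; MG132 reads +100%, hits lower the ratio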
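TMD8 ABC-DLBCL cells carrying doxycycline-inducible green luciferase fused to IkappaBalpha plus unfused red luciferase were exposed to compounds (up to 46 uM) for 4 hrs at 37C. Activity came from the overlap-corrected green/red luminescence ratio.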
Mito fusion yeast – qHTS Assay for Small Molecule Inhibitors of Mitochondrial Division or Activators of Mitochondrial Fusion; 320,000 compounds, 0.23% hits; Potency, µM (top dose mostly 46.1 µM), without a hit: at the top dose growth rescue (activation), hits mostly activators; S. cerevisiae fusion-defective mutant growth rescue, CellTiterGlo 48 h;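 further: potency means the concentration at half of the fitted maximal effect; % of control where 0% means no effect; nearly all actives have a fitted effect of over 45% in size; temperature-sensitive fusion mutants such as fzo1-1 at 37 °C on non-fermentable ethanol glycerol medium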
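S. cerevisiae fusion-defective temperature-sensitive mutants (e.g. fzo1-1, mgm1-5) grown 48 h at 37C in YPEG (ethanol/glycerol non-fermentable) medium with 23 nl compound per well; growth rescue read as CellTiterGlo luminescence.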
GALK inhibitor – qHTS Assay for Inhibitors of Human Galactokinase (GALK). P51570. Purified GALK, Kinase-Glo residual ATP luminescence. Potency, µM (highest dose often 57.5 µM), without a hit: top-dose activity change, negative = inhibition, most hits filed as inhibitors. 270,000 compounds, 0.007% hits; further: potency means the concentration at half of the fitted maximal effect; on the % scale 0 is the no-effect control and ±100 the full control effect
Target sequence (P51570 whole entry, looked up): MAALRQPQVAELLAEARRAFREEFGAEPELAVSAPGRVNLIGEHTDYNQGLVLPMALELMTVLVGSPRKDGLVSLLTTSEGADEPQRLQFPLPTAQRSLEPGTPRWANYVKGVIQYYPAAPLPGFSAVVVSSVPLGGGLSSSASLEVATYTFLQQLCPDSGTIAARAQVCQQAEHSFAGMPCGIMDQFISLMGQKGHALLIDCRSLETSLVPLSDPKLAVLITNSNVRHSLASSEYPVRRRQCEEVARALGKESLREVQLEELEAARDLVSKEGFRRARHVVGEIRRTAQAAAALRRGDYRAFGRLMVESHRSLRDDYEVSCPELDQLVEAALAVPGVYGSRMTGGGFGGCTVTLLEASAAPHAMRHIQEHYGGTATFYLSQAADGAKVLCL
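Quantitative HTS: GALK 5 nM, ATP 35 uM, galactose 100 uM, 1 h room temperature, then luciferase-based ATP detection.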
KCNH2 WT inh – qHTS for Inhibitors of KCHN2 3.1: Wildtype qHTS | Voltage-gated inwardly rectifying potassium channel KCNH2 (Homo sapiens), Q12809 | U2OS, BacMam KCNH2, thallium flux FluxOr; active compounds read low | activity change, % at 1.84 µM | 340,000 compounds, 0.37% hits | AID 720551, 2013;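 active means maximum activity change below -70%; inconclusive means maximum activity change between -70% and -50%; inactive means maximum activity change above -50%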; further: on the % scale 0 is the no-effect control and ±100 the full control effect
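U2OS cells transduced with wild-type KCNH2 virus are loaded with FluxOr dye for 45 min, and thallium flux is measured in kinetic reads before and after stimulation buffer. Rate constants are normalized to DMSO controls.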
TSHR antag – Antagonists of the Thyroid Stimulating Hormone Receptor: HTS campaign; TSHR-expressing cells, TSH-stimulated cAMP HTRF, 2 h; active compounds read low; 330,000 compounds, 0.2% hits; activity change, negative = inhibition, % at 11.5 µM; AID 504810, 2011; Thyrotropin receptor (Homo sapiens), P16473;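 active means activity change below a set negative limit, meaning inhibition stronger than a set level, cut at about -70% in these data; inconclusive means activity change between two set negative limits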; further: on the % scale 0 is the no-effect control and ±100 the full control effect
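TSHR-expressing cells, 200/well, pre-treated with compound, then stimulated with EC80 TSH (4nM final) for 2 hours at 37 deg C. cAMP measured by competitive HTRF: anti-cAMP cryptate antibody in lysis buffer plus cAMP-d2, read after 30 minutes at room temperature.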
S-ASM inh – Inhibitors of Secretory Acid Sphingomyelinase (S-ASM): qHTS; Sphingomyelin phosphodiesterase (Homo sapiens), P17405; placental ASM, HMU-PC fluorogenic substrate, 60 min; Potency, µM (top dose mostly 57.5 µM), inactives show at the highest dose activity change, negative = inhibition, actives largely listed as inhibitors; 340,000 compounds, 0.006% hits; further: potency means the concentration at half of the fitted maximal effect
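HMU-PC0 cleavage (9 uM final) by human placental ASM, 60 min at 37 °C following 10 min compound exposure at RT; stopped at pH 10, fluorescence Ex 386/Em 447 nm.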
PKM2 act – qHTS Assay for Activators of Human Muscle isoform 2 Pyruvate Kinase. Pyruvate kinase PKM (Homo sapiens), P14618. purified PKM2, Kinase-Glo ATP luminescence, activation; response scale: 0% is enzyme alone, no compound. Potency, µM (series often up to 57.5 µM), for inactives: at the top dose activation, hits mostly activators. 260,000 compounds, 0.34% hits. AID 1631, 2009; further: potency means the concentration at half of the fitted maximal effect; on the % scale 0 is the no-effect control and ±100 the full control effect; nearly all actives have a fitted effect of over 55% in size
Target sequence (P14618 whole entry, looked up, canonical isoform): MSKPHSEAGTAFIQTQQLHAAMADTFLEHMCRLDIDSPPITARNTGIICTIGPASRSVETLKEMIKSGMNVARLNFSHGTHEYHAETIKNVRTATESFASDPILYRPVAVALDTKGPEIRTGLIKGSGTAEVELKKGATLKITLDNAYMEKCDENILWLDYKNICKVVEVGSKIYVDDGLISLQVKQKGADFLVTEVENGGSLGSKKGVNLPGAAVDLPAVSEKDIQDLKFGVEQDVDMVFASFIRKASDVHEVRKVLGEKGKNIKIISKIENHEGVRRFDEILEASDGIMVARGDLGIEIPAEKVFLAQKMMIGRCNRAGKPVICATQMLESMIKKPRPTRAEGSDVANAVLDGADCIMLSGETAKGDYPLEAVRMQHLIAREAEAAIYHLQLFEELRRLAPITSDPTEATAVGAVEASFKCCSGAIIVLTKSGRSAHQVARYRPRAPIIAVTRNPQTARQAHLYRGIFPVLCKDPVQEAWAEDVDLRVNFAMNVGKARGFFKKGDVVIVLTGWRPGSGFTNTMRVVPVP
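ATP formation by purified human PK-M2, quantified via coupled luciferase luminescence after 1 h at room temperature with 0.1 mM ADP and 0.5 mM PEP final.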
Menin-MLL TR inh – qHTS Assay for Inhibitors Targeting the Menin-MLL Interaction in MLL Related Leukemias: Competition With Texas Red Labeled MLL-derived Mutant Peptide. Potency, µM (top dose mostly 61.6 µM), for the others: at the top dose FP activity change, negative = inhibition, usual class: inhibitors. Menin + Texas Red MLL mutant peptide, fluorescence polarization. 270,000 compounds, 0.23% hits; active means well fitted inhibition curve with a large enough effect in the polarisation, with a control signal flat, not every such curve was filed as active; inconclusive means small, poorly fitted or top-dose-only effect, or effect the other way, or a change in a side signal; inactive means no such curve, though single readings can be large or run the other way; the % refers to the polarisation; further: potency means the concentration at half of the fitted maximal effect; % of control where 0% means no effect; many of its hits are not listed in these tables
MBNL1-CUG inh – qHTS Assay for Inhibitors of MBNL1-poly(CUG) RNA binding. Muscleblind-like protein 1 (Homo sapiens), Q9NR56. TR-FRET MBNL1-His/biotin-(CUG)12 binding, 665/545 ratio. Potency, µM (series often up to 57.5 µM), inactives show top-dose activity change, negative = inhibition, usual class: inhibitors. 280,000 compounds, 0.036% hits. AID 2675, 2010; active means well fitted inhibition curve with a large enough effect in the signal ratio, with a control signal flat, not every such curve was filed as active; inconclusive means small, poorly fitted or top-dose-only effect, or effect the other way, or a change in a side signal; inactive means no such curve, though single readings can be large or run the other way; the % refers to the signal ratio; further: potency means the concentration at half of the fitted maximal effect; on the % scale 0 is the no-effect control and ±100 the full control effect
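Inhibition of protein-RNA binding appears as loss of TR-FRET between terbium anti-His antibody on MBNL1-His and streptavidin-XL665 on biotin-(CUG)12. Activity is normalized to buffer-only and uninhibited-complex controls.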
Eya2 inh – qHTS Assay for Inhibitors of the Phosphatase Activity of Eya2; Protein phosphatase EYA2 (Homo sapiens), O00167; recombinant Eya2, OMFP fluorescence dephosphorylation (OMFP is methylfluorescein phosphate); Potency, µM (top dose mostly 76.9 µM), for inactives: at the highest dose activity, negative = inhibition, actives largely listed as inhibitors; 330,000 compounds, 0.006% hits; AID 488837, 2010; further: potency means the concentration at half of the fitted maximal effect; on the % scale 0 is the no-effect control and ±100 the full control effect
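Eya2 protein (added as 0.2 uM solution) was preincubated with compound for 10 min at ambient temperature in 50 mM HEPES pH 7.5, 50 mM NaCl, 5 uM MgCl2, 0.05% BSA, 1 mM DTT. OMFP (added at 50 uM) then reacted 10 min; fluorescence read at 485/525 nm.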
USP2a inh – qHTS Assay for Inhibitors of Ubiquitin-specific Protease USP2a Using CHOP2 as the Reporter | Ubiquitin carboxyl-terminal hydrolase 2 (Homo sapiens), O75604 | USP2 core, Ub-CHOP2 coupled fluorogenic reporter, 485/531 | Potency, µM (titrated, usually from 38.3 µM), for the others: top-dose activity change, negative = inhibition, hits mostly inhibitors | 330,000 compounds, 0.01% hits | AID 463254, 2010;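 further: potency means the concentration at half of the fitted maximal effect; plate controls were DMSO wells for no effect and full inhibition by NEM control for full effect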
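Deubiquitinase activity read as fluorescence (485/531 nm) after Ub-CHOP2 cleavage activates the enterokinase reporter on its substrate; USP2 core 10nM, Ub-CHOP2 and substrate 25nM each, 30min compound preincubation then 60min RT; data normalized to NEM, curves fitted.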
* marks the source's active call; other numbers are inactive results; ? = inconclusive; / = not tested or not shown; [ ] = remark or other dose. Unless noted, the call rests on the fitted dose curve; in most records, active means well fitted curve in the direction sought with a large enough effect; inconclusive means small, poorly fitted or top-dose-only effect, or another doubt; inactive means no such curve, though single readings can be large; an effect the other way counts as inactive or inconclusive.

Molecule	Chronic BCR inh	Mito fusion yeast	GALK inhibitor	KCNH2 WT inh	TSHR antag	S-ASM inh	PKM2 act	Menin-MLL TR inh	MBNL1-CUG inh	Eya2 inh	USP2a inh
COc1ccc(C2(C(=O)Nc3nncs3)CCCC2)cc1	2%	1%	-2%	-11	4	4%	-4%	-12%	-3%	8%	3%
CN(C)c1cc(NC(=O)CN2CCOCC2)c2ccccc2n1	19%	12%[0.369 µM]	5%	2	-2	321%[activator]	16%	0%	-4%	12%	-3%
COc1cccc(C(=O)Nc2nnc(SCC(=O)NC3CC3)s2)c1	-9%	5%	16%	5	5	-1%	2%	-11%	-6%	5%	-2%
COc1cc2c(cc1OC)CN(C(=O)CCNS(=O)(=O)c1ccc(Br)cc1)CC2	-5%	6%	/	-11	1	-2%	/	/	/	-1%	-1%
C=C(C)Cn1c(NCCOC)nc2c1c(=O)[nH]c(=O)n2C	?	-2%	0%	2	-6	2%	-5%	10%	-5%	-8%	-1%
CC(/C=N/n1c(COc2ccccc2)n[nH]c1=S)=C\c1ccccc1	?	10%	2%	-3	-20	-10%	-3%	?	9%	4%	-3%
COc1ccc(CN(C)C(=O)c2cccc(NS(=O)(=O)c3ccccc3)c2)c(OC)c1	-5%	-3%	3%	-4	-3	-1%	-1%	/	2%	-4%	2%
Cc1ccccc1CN1CCC(n2nccc2NC(=O)c2ccc3c(c2)OCO3)CC1	?	2%	-2%	23	-20	4%	8%	/	?	-5%	-8%
Cc1cc2c(cc1S(=O)(=O)CCC(=O)N1CC(C)CC(C)C1)OCC(=O)N2 (stereo not drawn)	0%	-2%	/	-6	-5	0%	-1%	-5%	7%	?	3%
COc1cc(F)cc(-c2ccc3c(c2)c(-c2cccs2)c(-c2cc(OC)cc(OC)c2)n3C)c1	?	-9%	/	13	7	48%[activator]	/	/	/	8%	-5%
CN(C)S(=O)(=O)Oc1ccc(C(=O)Nc2cccc(C(F)(F)F)c2)cc1	-19%	-3%	-3%	3	-25	-17%	-5%	?	3%	-27%	4%
O=C1N[C@H](Cc2c[nH]c3ccccc23)COC(=O)[C@H](Cc2ccc(F)cc2)C/C=C\C[C@H]1CC(=O)N(CCO)Cc1ccccc1	?	/	/	-6	-4	-18%	/	/	/	-12%	-2%
COc1cc(/C=C/C(=O)OCc2cn3cc(Cl)ccc3n2)ccc1O	-14%	-7%	-4%	6	-6	6%	-4%	/	8%	12%	0%
COc1ccccc1CC(=O)c1ccc(OCc2ccccc2)cc1	?	10%	/	3	-2	-1%	/	/	/	19%	-1%
O=C(NCCc1ccc(Cl)cc1)c1ccc(S(=O)(=O)N2CCCC2)cc1	0%	12%	/	-21	11	-4%	/	/	/	0%	1%
CCOc1ccc(NC(=O)CN2C(=O)C(C)SC(C)C2=O)cc1 (stereo not drawn)	9%	-9%	0%	-3	15	3%	-5%	15%	-14%	-18%	0%
COc1ccc(NC(=O)COC(=O)C2C3CC4OC(=O)C2C4C3)cc1 (stereo not drawn)	-10%	-1%	17%	-9	4	1%	0%	31%[activator]	-1%	-4%	-2%
Clc1cccc(Nc2ncnc3c2cnn3-c2ccccc2)c1	?	29%	-1%	-5	-27	-24%	-9%	?	-5%	-6%	-11%
COc1ccc(S(=O)(=O)NCC2CCCN(C(=O)c3occc3C)C2)cc1 (stereo not drawn)	?	-25%	-2%	-10	0	2%	-2%	5%	-7%	-1%	1%
Cc1ccc(Br)cc1S(=O)(=O)Nc1cccnc1	2%	7%	0%	7	-35	-4%	-1%	-3%	-5%	11%	-2%
COc1ccc(C(CC(=O)N2CCCC(C)C2)c2c(O)cc(OC)cc2OC)cc1 (stereo not drawn)	-1%	6%	5%	-9	-3	-4%	-2%	-4%	-6%	-7%	10%
CS(=O)(=O)N(CCc1ccccc1)CC(=O)N1CCCC1	2%	-3%	4%	-1	8	-2%	-2%	/	-14%	-2%	1%
CN(C(=O)COC(=O)c1ccccc1Cc1ccccc1)c1c(N)n(Cc2ccccc2)c(=O)[nH]c1=O	-5%	-6%	/	-4	-1	-2%	/	/	/	6%	1%
COc1ccc(-n2nnnc2/C=C\Nc2ccc(C)cc2)cc1	0%	1%	/	1	0	55%[activator]	-1%	/	-4%	-10%	0%
Nc1cccc(C(=O)OCC(=O)c2ccccc2)c1	-1%	1%	2%	-5	-1	0%	27%	0%	9%	3%	2%

A few values from the entries so far:
In PKM2 act, COc1cccc(C(=O)Nc2nnc(SCC(=O)NC3CC3)s2)c1 is listed with 2%
In MBNL1-CUG inh, COc1ccc(-n2nnnc2/C=C\Nc2ccc(C)cc2)cc1 is listed with -4%
In KCNH2 WT inh, COc1ccccc1CC(=O)c1ccc(OCc2ccccc2)cc1 is listed with 3

(next part)
Molecule	Chronic BCR inh	Mito fusion yeast	GALK inhibitor	KCNH2 WT inh	TSHR antag	S-ASM inh	PKM2 act	Menin-MLL TR inh	MBNL1-CUG inh	Eya2 inh	USP2a inh
COc1cccc(NC(=O)c2nnn(CCc3ccccc3)c2N)c1	?	4%	0%	2	-5	-8%	-18%	24%	-2%	-11%	2%
CCOc1ccc(C(=O)Cn2cnc3ccccc3c2=O)cc1	?	-1%	0%	-26	6	0%	/	0%	-2%	-9%	0%
CCCCCCCCC(=O)N/N=C/c1ccccn1	0%	-7%	3%	-7	2	-8%	-3%	-19%	-3%	5%	-1%
COc1ccc(-c2noc(CN(C)Cc3ccccc3)n2)cc1	?	1%	-1%	-22	-3	-6%	0%	9%	-4%	4%	3%
CCC(C)Nc1nc2c(c(=O)[nH]c(=O)n2C)n1CCOc1ccccc1 (stereo not drawn)	-12%	20%	3%	3	4	4%	/	?	-2%	-2%	0%
O=C(NCCSc1ccccc1)c1ccccc1Cl	1%	8%	2%	7	2	6%	9%	-2%	-3%	11%	-1%
O=C(NC1CCCCC1)c1cc([N+](=O)[O-])ccc1N1CCOCC1	3%	0%	1%	9	-3	-6%	-1%	-4%	?	-3%	4%
c1ccn2c(CNc3ncnc4sccc34)nnc2c1	-9%	-3%	-2%	-11	1	-1%	0%	6%	?	1%	3%
N#Cc1ccc(N2C(=O)[C@@H]3C(C(=O)c4cnccn4)=NN[C@@H]3C2=O)cc1	-10%	-1%	0%	2	2	0%	-5%	/	/	1%	1%
N=C1C(c2nc3ccccc3s2)=C(O)CN1Cc1ccco1	4%	8%	0%	-12	0	-2%	2%	23%	19%	-8%	2%

Screens deposited in PubChem BioAssay by National Center for Advancing Translational Sciences (NCATS).

A portion of the library; rates above refer to the full screens.
